RAD54 inh: RAD54 (human) branch migration inhibition. Q92698. RAD54 Holliday junction branch migration, FAM/BHQ fluorescence. inhibition, % at 10.4 µM. hit rate 0.14% among 360,000;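 active means mean normalized replicate activity at least 40 and at least half of replicates scoring 40 or more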;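 further: 0% = median of neutral control wells and 100% = median of positive control wells; inhibitors cause a drop in the FAM fluorescence signal; in these data hits start at about 50%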
RAD52 anneal inh: blocks human RAD52 DNA annealing; recombinant RAD52 DNA annealing, FRET fluorescence; AID 651710; P43351; inhibition, % at 18.7 µM; hit rate 0.46% among 360,000;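 active means every replicate showing at least 50% inhibition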
E-sel inducer: E-selectin induction on HUVECs | hit rate 0.37% among 260,000 | activation, % at 7.58 µM | HUVEC E-selectin immunofluorescence imaging; normalized: neutral wells 0, TNF-alpha wells 100;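 active means mean E-selectin-positive cell signal at least 10% of the positive control, reached in at least 60% of replicates, without over 20% cell loss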;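 further: in these data hits start at about 27%; measured in HUVEC primary endothelial cells; signal is the percent of cells scored E-selectin positive by PE staining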
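assay system = HUVEC, human umbilical vein endothelial cells | input = 3,000 HUVEC seeded per well | medium = EGM-2 growth medium on 0.1% gelatin-coated wells | dosing = one compound dose added by pin transfer | signal = immunofluorescence imaging | read-out basis = % PE-positive cells | control set = TNF-alpha, DMSO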
PglD inh: PglD (C. jejuni) enzyme inhibition; hit rate 0.098% among 360,000; AID 602405; inhibition, % at 12.5 µM; purified PglD enzyme, DTNB colorimetric CoA detection; in the data active means inhibition above about 16%, passing the limit was not always enough; further: strong numbers were not always called active
miR122 inh: inhibitors of miR-122 in Huh7 cells. Huh7 miR-122 Renilla luciferase sensor, 48 h; neutral wells = 0, positive control = 100. activation (reporter increase), % at 12.5 µM. hit rate 0.3% among 340,000. AID 602342;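 active means mean replicate activation score at least 90 and every replicate individually at or above 90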;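 further: higher luciferase means less miR-122 activity so hits act as miR-122 inhibitors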
Cneo AK release: Cryptococcus neoformans lysis via adenylate kinase release. C. neoformans lysis, adenylate kinase release luminescence, 4 h; normalised: neutral wells 0, clomiphene wells 100. hit rate 0.2% among 360,000. AID 651654. lysis activity, % at 15 µM;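 active means mean lysis activity across replicates of at least 80%, whatever share of replicates individually reach that level; inactive means mean lysis activity below 80%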
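Assay system: C. neoformans cells. Amount: yeast cell density of 5 × 10^6 cells/mL. Technique: AK luminescence. Buffer or medium: YPD. Times: static 4 h at 37 °C with compound, 1 h detection. Dosing: single-point compound dose. Read-out: lysis from increased AK signal.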
ERAP1 HTS inh: ERAP1 (human) enzyme inhibition; hit rate 0.15% among 340,000; Q9NZ08; recombinant ERAP1, Leu-AMC fluorescence, 60 min; inhibition, % at 10.7 µM;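 active means mean replicate inhibition of at least 30%, or all replicates individually reaching that 30% level; inactive means mean below 30% and not every replicate reaching it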;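 further: 0% = neutral control wells and 100% = L-leucinethiol positive control wells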
Target sequence (Q9NZ08 whole entry, looked up): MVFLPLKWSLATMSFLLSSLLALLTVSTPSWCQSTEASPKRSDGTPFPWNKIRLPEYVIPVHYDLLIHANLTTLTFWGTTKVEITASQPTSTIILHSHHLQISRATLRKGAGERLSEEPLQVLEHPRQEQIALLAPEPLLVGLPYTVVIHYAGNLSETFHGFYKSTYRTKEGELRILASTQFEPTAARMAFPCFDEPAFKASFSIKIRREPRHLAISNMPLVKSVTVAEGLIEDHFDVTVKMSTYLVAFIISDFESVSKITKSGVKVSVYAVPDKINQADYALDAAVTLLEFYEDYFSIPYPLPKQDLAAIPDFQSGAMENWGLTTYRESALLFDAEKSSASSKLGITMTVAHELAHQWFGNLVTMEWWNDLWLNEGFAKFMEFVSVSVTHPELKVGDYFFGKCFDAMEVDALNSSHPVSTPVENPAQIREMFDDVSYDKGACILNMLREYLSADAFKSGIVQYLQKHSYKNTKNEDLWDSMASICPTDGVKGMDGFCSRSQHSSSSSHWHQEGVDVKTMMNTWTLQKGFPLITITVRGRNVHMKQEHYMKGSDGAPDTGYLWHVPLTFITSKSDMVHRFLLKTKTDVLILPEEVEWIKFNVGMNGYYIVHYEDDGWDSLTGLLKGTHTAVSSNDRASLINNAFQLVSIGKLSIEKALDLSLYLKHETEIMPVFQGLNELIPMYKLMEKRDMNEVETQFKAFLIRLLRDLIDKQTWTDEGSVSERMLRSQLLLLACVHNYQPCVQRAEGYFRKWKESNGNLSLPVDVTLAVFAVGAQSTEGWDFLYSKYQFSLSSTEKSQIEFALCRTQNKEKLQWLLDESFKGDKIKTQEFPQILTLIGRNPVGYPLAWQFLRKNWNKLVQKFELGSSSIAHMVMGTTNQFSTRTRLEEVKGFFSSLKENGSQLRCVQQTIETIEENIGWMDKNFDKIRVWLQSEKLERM
PGC1a acetyl inh: modulators of PGC1a acetylation; hit rate 0.17% among 350,000; U2OS PGC1a acetylation, AlphaScreen anti-acetyl-lysine; with virally co-expressed GCN5 acetyltransferase; AID 651687; inhibition, % at 15.6 µM;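 active means every replicate shows inhibition of at least 40%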;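 further: 0% = neutral control wells and 100% = positive control wells; some results beyond the cut were filed as inactive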
Numbers without * were called inactive; · = no result given; [ ] = remark or other dose.

SMILES | E-sel inducer | RAD54 inh | ERAP1 HTS inh | miR122 inh | PGC1a acetyl inh | PglD inh | Cneo AK release | RAD52 anneal inh
COc1ccc(S(=O)(=O)N(C)C[C@H]2Oc3c(NC(=O)C4CC4)cccc3C(=O)N([C@@H](C)CO)C[C@H]2C)cc1 | 0.0 | -4.4 | -2.0 | -3.6[16.7 µM] | -4.3 | -3.4 | -2.4 | 18.9
CCCC#Cc1cnc2c(c1)C(=O)N([C@H](C)CO)C[C@H](C)[C@@H](CN(C)S(=O)(=O)c1ccccc1)O2 | 0.0 | 0.7 | -0.2 | 8.9[16.7 µM] | -8.8 | -1.0 | 0.5 | 9.5
CCOc1ccc(Br)cc1S(=O)(=O)Nc1ccccc1N1CCOCC1 | · | -5.7 | · | 21.9 | -26.2 | -1.8 | -1.5 | ·
Cc1ccc(C(=O)c2oc3ccccc3c2NC(=O)c2cc(-c3cc(C)ccc3O)n[nH]2)cc1 | 6.2 | -3.6 | 0.0 | -0.6 | 3.8 | -9.5 | -0.7 | -11.3
O=C(CCc1nc2sc3c(c2c(=O)[nH]1)CCCC3)NCCc1ccccc1 | -0.3 | -4.2 | 4.6 | -1.9 | 12.2 | 3.1 | 1.9 | -30.9
O=S(c1ccccc1)C(c1ccccc1)c1ccccc1 (configuration not stated) | -0.1 | 7.2 | -5.6 | 0.6 | -10.9 | -3.5 | -0.1 | -15.8
CCCNC(=O)N1[C@H](C#N)[C@H](c2ccccc2)[C@H]1CO | -0.3 | -5.0 | -1.2 | · | 2.5 | -1.5 | 45.8 | 7.1
CC(=O)c1ccc(N(C(=O)CNC(=O)c2ccco2)C(C(=O)NC2CCCC2)c2ccncc2)cc1 (configuration not stated) | · | -17.3 | -4.0 | -0.9 | 0.2 | -0.4 | -0.8 | 0.6
Cc1noc(C)c1NC(=O)N(C)C[C@@H]1Oc2ccc(NC(=O)Cc3ccccc3)cc2C(=O)N([C@H](C)CO)C[C@H]1C | -5.1 | -0.8 | -4.3 | -3.0[16.7 µM] | 0.4 | 4.9 | 1.8 | -13.0
COc1ccccc1N=NC1C(=O)N(C(N)=S)N=C1C (configuration not stated) | 0.0 | -7.3 | -2.7 | -5.6 | 12.7 | -9.4 | 1.2 | -4.5
O=c1[nH]c(-[n+]2ccccc2)c(/C=N/NC([S-])=Nc2ccccc2)s1 | 17.1 | · | 4.5 | · | 14.5 | · | · | -134.7
COc1ccc(CNC(=O)C2CCCN(S(=O)(=O)c3ccc4c(c3)CCCN4C(C)=O)C2)cc1 (configuration not stated) | · | 5.4 | 1.7 | -6.9 | 3.8 | 0.9 | 5.5 | -7.8
O=C(Nc1nc(-c2cc(Cl)sc2Cl)cs1)c1ccc(Br)s1 | · | 1.7 | · | -6.2 | 5.6 | -3.0 | -0.1 | ·
OC(COCCC12CC3CC(CC(C3)C1)C2)CN1CCCC1 (configuration not stated) | 0.2 | · | 17.3 | 2.6 | -9.7 | · | · | -8.3
CN(C)c1ccc(C(c2ccc(N(C)C)cc2)c2ccc([N+](=O)[O-])cc2)cc1 | · | -0.6 | -0.3 | -2.1 | -2.9 | 3.8 | 2.0 | 5.6
O=Cc1c(N2CCC3(CC2)OCCO3)nc2ccccn2c1=O | 0.1 | -9.3 | 3.1 | -4.9 | -7.3 | 4.5 | 8.6 | -15.6
CC(=O)N=c1c(C#N)cc2c(=O)n3cccc(C)c3nc2n1CCCOC(C)C | · | -14.1 | -49.6 | -3.5 | 15.6 | -15.6 | -0.2 | -59.7
CC(=O)c1cccc(NC(=O)c2ccc(OC3CSC3)cc2)c1 | 0.0 | · | -4.2 | · | -0.5 | · | · | -7.2
C[C@H]1CN([C@@H](C)CO)C(=O)Cc2cc(NS(=O)(=O)c3ccc(F)cc3)ccc2O[C@@H]1CN(C)C(=O)NC1CCCCC1 | 0.0 | -0.1 | -0.1 | -2.9[16.7 µM] | 9.1 | -11.2 | 0.0 | 7.3
Cc1ccc(Oc2ccccc2/C=C/C(=O)O)cc1 | · | 5.9 | · | · | 1.3 | -11.2 | -3.1 | ·
Cc1ccc(-c2nc(C3CCN(S(=O)(=O)c4ccc(C(C)(C)C)cc4)CC3)no2)cc1 | -0.3 | 3.3 | · | -5.5 | 20.0 | · | -0.4 | 6.9
N#C/C(=C\c1cccnc1)c1nc2ccccc2[nH]1 | 0.2 | -21.1 | 0.2 | 11.9 | -1.4 | 0.3 | -0.5 | -20.1
CCN(CC)CCn1c(=S)[nH]c2cc(Cl)ccc2c1=O | · | 8.7 | · | -5.9 | -6.4 | -0.2 | -2.7 | ·
COC(=O)C[C@H]1C[C@H]2c3cc(N)ccc3O[C@H]2[C@@H](CO)O1 | 0.1 | 0.6 | 0.8 | 0.2[16.7 µM] | -1.2 | 3.4 | 66.2 | 1.0
CCOC(=O)CSc1nc2cc(C(=O)N3CCC(C(N)=O)CC3)ccc2c(=O)n1C1CCCCC1 | 0.0 | · | 7.6 | · | 9.8 | · | · | -9.7
Cc1noc(C)c1S(=O)(=O)Nc1ccc2c(c1)CC(=O)N([C@@H](C)CO)C[C@@H](C)[C@@H](CN(C)S(=O)(=O)c1ccc(Cl)cc1)O2 | 0.2 | -21.5 | 1.9 | 38.1[16.7 µM] | -7.5 | 1.0 | -0.4 | -8.2
O=C(O)/C=C\C(=O)Nc1cc(O)ccc1[N+](=O)[O-] | 0.0 | -4.5 | 6.6 | -2.9 | 9.8 | -2.1 | 0.8 | -22.6
O=C(Nc1cccc(S(=O)(=O)N2CCCCCC2)c1)C1CCC1 | -0.2 | -4.5 | -3.1 | 41.2 | · | -2.8 | 0.8 | 4.3
CCNC(=S)N1CCC(c2nc3ccccc3s2)CC1 | · | 4.8 | · | · | 4.9 | -1.1 | 0.7 | ·
COc1ccc(C2=NN(C(=O)CN3CCCC3)C(c3ccc(OC)cc3)C2)cc1 (configuration not stated) | 0.3 | -5.2 | 2.5 | -0.2 | -2.3 | 4.2 | 1.9 | -4.0
O=C(NC(=S)Nc1ccc(Oc2ccc(Cl)cc2)cc1)c1ccccc1 | · | -14.5 | · | -5.4 | 4.5 | -7.2 | -1.0 | ·
CN(Cc1ccco1)S(=O)(=O)c1cc(F)ccc1CN1C(=O)c2cccnc2C1=O | · | 8.5 | -0.7 | -0.3 | -1.6 | -4.9 | -1.4 | -6.5
CN(Cc1ccc(C(F)(F)F)cc1)C(=O)c1ccc(Oc2ccccc2)cc1 | 20.2 | 3.1 | -1.1 | 1.9 | -13.2 | 6.0 | 6.5 | -0.7
CCn1c(NCc2c[nH]c3ccccc23)nc2ccccc21 | · | 0.3 | · | 7.8 | -20.3 | · | -10.0 | ·
COc1ccc(-c2nc(CCNC(=O)c3ccc(Br)o3)cs2)cc1 | -0.1 | 0.5 | -4.8 | 2.2 | 1.9 | -1.9 | -4.0 | -29.9
Cc1cc(C)n2c(SCC(=O)NCc3ccco3)nnc2n1 | · | -3.8 | · | 1.8 | -62.5 | 19.4 | -0.4 | ·

An excerpt from above in order of their number in miR122 inh, high to low:
SMILES,miR122 inh
CCn1c(NCc2c[nH]c3ccccc23)nc2ccccc21,7.8
COc1ccc(C2=NN(C(=O)CN3CCCC3)C(c3ccc(OC)cc3)C2)cc1 (configuration not stated),-0.2
CN(Cc1ccco1)S(=O)(=O)c1cc(F)ccc1CN1C(=O)c2cccnc2C1=O,-0.3

(continued)
SMILES | E-sel inducer | RAD54 inh | ERAP1 HTS inh | miR122 inh | PGC1a acetyl inh | PglD inh | Cneo AK release | RAD52 anneal inh
CCCN(CC(=O)Nc1ccccc1C)C(=O)COc1ccc2c(c1)CCC2 | · | 3.0 | 0.1 | · | · | -0.1 | 27.2 | 5.7
Cc1[nH]c2ccccc2c1/C=N/Nc1nc(Nc2ccc(F)cc2)nc(N2CCOCC2)n1 | · | 3.1 | · | -0.2 | 1.4 | -1.0 | -1.0 | ·
COc1cc2ncnc(Nc3ccc4c(c3)OCO4)c2cc1OC | 0.3 | 24.8 | 1.8 | 5.7 | · | -5.3 | 1.7 | -2.4
CCCc1c(C(=O)N/N=C(\C)c2cccnc2)nnn1-c1nonc1N | 0.0 | 5.0 | 1.3 | 1.0 | -13.2 | 1.9 | 0.1 | -8.4
COC(=O)c1sc2ccccc2c1C(=O)OC | · | 6.1 | · | -2.2 | 3.8 | 1.8 | 1.9 | ·
CCS(=O)(=O)N1Cc2ccccc2CC1C(=O)Nc1nccs1 (configuration not stated) | 0.4 | · | 2.0 | -4.0 | · | · | · | -11.0
C/C=C/c1cnc2c(c1)C(=O)N([C@H](C)CO)C[C@@H](C)[C@@H](CN(C)C(=O)C1CCCCC1)O2 | 1.7 | 1.7 | -2.0 | -3.6[16.7 µM] | 5.0 | 1.5 | 95.1* | 11.0
CCCc1nc2nc(C)c(NS(=O)(=O)c3ccc(C)c(C)c3)c(=O)n2[nH]1 | -0.3 | -2.9 | 3.0 | -0.7 | 7.4 | 9.3 | 0.0 | 8.4
Cc1noc(C)c1NC(=O)N(C)C[C@@H]1Oc2ccc(NC(=O)Cn3cnnn3)cc2CC(=O)N([C@H](C)CO)C[C@H]1C | 0.0 | 0.8 | · | -8.4[16.7 µM] | -6.0 | 1.1 | -0.7 | ·
COc1ccc(CCNC(=O)C(=O)NCC2OCCN2S(=O)(=O)c2ccc(F)cc2)cc1OC (configuration not stated) | -0.1 | 1.5 | 0.3 | -3.4 | -7.5 | -4.5 | 2.4 | -15.4
C=CCNc1nnc(Cl)c2ccccc12 | · | · | 0.5 | -0.3 | 7.6 | · | · | -13.1
Cc1ccc(NC(=O)CN2C(=O)NC(C)(C)C2=O)cc1S(=O)(=O)N1CCCCCC1 | -0.1 | 4.9 | -0.4 | -2.4 | -9.8 | 0.7 | 1.4 | -3.4
CCOc1ncccc1C(=O)OCC(=O)Nc1c(C)cccc1C | · | -3.9 | · | 0.5 | 10.0 | -1.0 | 0.2 | ·
CCn1nc(C)c(NC(=O)/C=C/c2cnn(C)c2C)c1C | · | -4.9 | · | 1.3 | 1.7 | 0.1 | -2.7 | ·
CC(C)CCNc1nc2c(c(=O)[nH]c(=O)n2C)n1CC(O)COC(C)C (configuration not stated) | · | -0.3 | · | -6.0 | 10.3 | · | -0.1 | ·
Cc1ccc(S(=O)(=O)N(C)C[C@H]2Oc3ccc(NC(=O)Cc4ccccc4)cc3C(=O)N([C@H](C)CO)C[C@H]2C)cc1 | -0.4 | 6.7 | 1.3 | 47.1[16.7 µM] | 5.8 | 0.5 | 0.6 | 15.5
C[C@@H]1CCCCO[C@H](CN(C)C(=O)c2ccccc2)[C@@H](C)CN([C@H](C)CO)C(=O)c2cc(NS(C)(=O)=O)ccc2O1 | 2.5 | 2.0 | -1.4 | 7.7[16.7 µM] | 0.1 | -3.6 | 0.1 | -4.7
COCCS(=O)(=O)N(Cc1ccccc1)[C@H](C(=O)OC)C(C)C | 0.0 | -4.2 | -3.2 | -1.6 | -8.1 | 4.1 | -0.5 | -14.5
CCOC(=O)c1c(C)[nH]c(C)c1C(=O)COC(=O)CCOc1ccccc1OC | · | 4.4 | · | 5.6 | 5.3 | 1.2 | 1.1 | ·
Cn1c(NC(=O)CCc2ccccc2)cc(=O)n(C)c1=O | 0.5 | 4.8 | -3.0 | 8.2 | -24.1 | 3.0 | -1.9 | -11.5

Source: PubChem BioAssay
